Screens: PubChem BioAssay, several laboratories
CRFR2-BP ag = agonists of CRF-BP/CRF-R2 complex, primary screen, cell-based, HEK293, calcium dye fluorescence, uHTS; calcium dye fluorescence (FLIPR); percent of saturating CRF peptide response; activation, % at 13.2 µM; 0.46% of 350,000 active; AID 588473, 2011;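 active = activation of at least 50%, plus an integration ratio under a set limit after plate pattern correction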;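 also: plate controls were neutral control wells without compound for no effect and CRF at EC100 for full effect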
CHRM1 antagonist = human M1 muscarinic receptor antagonists, primary screen, CHO-K1 cells, Fluo-8 calcium fluorescence, 1536-well; Muscarinic acetylcholine receptor M1 (Homo sapiens), P11229; CHO-K1 hM1, ACh EC80 antagonist; inhibition, % at 3 µM; 1.3% of 360,000 active;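 active = percent inhibition above its own plate's cutoff, namely the mean of that plate's compound wells plus 3 SD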;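 also: peak over basal fluorescence ratio during 140 s after agonist addition; 0% = ACh EC80 plus DMSO and 100% = DMSO alone without agonist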
M1 PAM = human M1 muscarinic receptor positive allosteric modulators, primary screen, CHO-K1 cells, Fluo-8 calcium fluorescence, 1536-well; 0.088% of 360,000 active; Muscarinic acetylcholine receptor M1 (Homo sapiens), P11229; activation, % at 3 µM; CHO-K1 hM1, ACh EC20; 0% = ACh EC20, 100% = maximal ACh; AID 588819, 2011; in the data active = activation above about 19%, passing the limit was not always enough
M5 ag = human M5 muscarinic receptor agonists, primary screen, CHO-K1 cells, Fluo-8 calcium fluorescence; Muscarinic acetylcholine receptor M5 (Homo sapiens), P08912; CHO-K1 hM5 cells; 0% DMSO wells, 100% maximal acetylcholine response; activation, % at 3 µM; 0.19% of 360,000 active;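 active = activation above the run's mean over test compounds plus 3 SD, cut at about 23% in these data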;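 also: signal is peak over basal fluorescence ratio across the kinetic read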
Target sequence (P08912 whole entry, looked up): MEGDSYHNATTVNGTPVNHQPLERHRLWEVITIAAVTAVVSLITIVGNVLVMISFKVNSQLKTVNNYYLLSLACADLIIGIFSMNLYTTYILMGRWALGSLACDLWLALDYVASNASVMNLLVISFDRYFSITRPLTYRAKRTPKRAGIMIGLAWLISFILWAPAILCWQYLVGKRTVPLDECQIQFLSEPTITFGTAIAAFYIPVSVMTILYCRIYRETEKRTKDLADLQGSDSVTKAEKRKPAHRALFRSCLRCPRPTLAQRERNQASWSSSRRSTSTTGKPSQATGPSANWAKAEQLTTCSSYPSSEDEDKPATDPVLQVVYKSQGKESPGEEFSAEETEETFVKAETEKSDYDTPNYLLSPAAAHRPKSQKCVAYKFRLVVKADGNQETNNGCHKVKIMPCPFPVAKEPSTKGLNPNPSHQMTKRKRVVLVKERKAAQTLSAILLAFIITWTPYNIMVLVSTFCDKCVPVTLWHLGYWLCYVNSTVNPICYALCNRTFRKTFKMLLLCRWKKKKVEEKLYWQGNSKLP
M5 antag = human M5 muscarinic receptor antagonists, primary screen, CHO cells, Fluo-8 calcium fluorescence. Muscarinic acetylcholine receptor M5 (Homo sapiens), P08912. CHO-hM5 cells, ACh EC80. inhibition, % at 3 µM. 0.59% of 360,000 active;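 active = inhibition above a per-plate cutoff, the mean of that plate's test compounds plus 3 SD, cut at about 27% in these data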;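 also: 0% = acetylcholine EC80 with DMSO and 100% = DMSO without agonist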
CHRM5 PAM = human M5 muscarinic receptor positive allosteric modulators, primary screen, CHO-K1 cells, Fluo-8 calcium fluorescence | CHO-K1 hM5, ACh EC20 PAM; 0% = ACh EC20, 100% = ACh EC100 | activation, % at 3 µM | 0.3% of 360,000 active | AID 624038, 2012;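 active = activation above the run cutoff, the mean activation of all test compounds plus 3 SD, cut at about 18% in these data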
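System: CHO-K1 hM5 cells. Reagent: acetylcholine, EC20 level. Compound dosing: single dose, 3 µM nominal final test concentration. Timing: Post-acetylcholine fluorescence recording 140 s. Detection: Fluo-8 calcium fluorescence. Read-out: % activation, ACh-normalized. Benchmarks: ACh EC20 and EC100 wells. Repeats: singlicate, one well per test compound.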
CHRM4 agonist = human M4 muscarinic receptor agonists, primary screen, CHO-K1 cells, Fluo-8 calcium fluorescence. 0.14% of 360,000 active. Muscarinic acetylcholine receptor M4 (Homo sapiens), P08173. activation, % at 3 µM. CHO-K1 hM4/Gqi5; vehicle 0%, full acetylcholine response 100%;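 active = activation above the run mean over all test wells plus 3 SD, cut at about 32% in these data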;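 also: peak over basal fluorescence ratio per well then scaled between controls; 0% = DMSO wells and 100% = acetylcholine at EC100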
Target sequence (P08173 whole entry, looked up): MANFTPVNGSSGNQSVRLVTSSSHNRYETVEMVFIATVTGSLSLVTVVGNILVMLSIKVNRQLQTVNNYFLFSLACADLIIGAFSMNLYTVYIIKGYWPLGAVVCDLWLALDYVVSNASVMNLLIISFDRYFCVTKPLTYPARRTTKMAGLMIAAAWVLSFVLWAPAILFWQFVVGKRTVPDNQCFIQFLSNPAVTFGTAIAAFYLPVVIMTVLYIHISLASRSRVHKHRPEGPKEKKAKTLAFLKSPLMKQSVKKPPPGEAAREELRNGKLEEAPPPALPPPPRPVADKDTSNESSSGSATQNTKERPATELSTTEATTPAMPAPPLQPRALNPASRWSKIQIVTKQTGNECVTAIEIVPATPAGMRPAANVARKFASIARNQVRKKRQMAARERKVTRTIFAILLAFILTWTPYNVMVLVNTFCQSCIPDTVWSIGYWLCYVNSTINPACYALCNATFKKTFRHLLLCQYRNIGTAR
M4 antag = human M4 muscarinic receptor antagonists, primary screen, CHO cells, Fluo-8 calcium fluorescence; Muscarinic acetylcholine receptor M4 (Homo sapiens), P08173; CHO-hM4 cells, ACh EC80; inhibition, % at 3 µM; 0.73% of 360,000 active; AID 624125, 2012;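 active = inhibition above its plate's cutoff, the mean inhibition of sample wells plus 3 SD, cut at about 27% in these data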;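 also: 0% = acetylcholine EC80 with DMSO and 100% = DMSO without agonist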
M4 PAM = human M4 muscarinic receptor positive allosteric modulators, primary screen, CHO-K1 cells, Fluo-8 calcium fluorescence. CHO-K1 hM4/Gqi5, ACh EC20; 0% = ACh EC20, 100% = maximal ACh. activation, % at 3 µM. 0.4% of 360,000 active. AID 624126, 2012;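 active = activation above its plate's cutoff, the mean activation of sample wells plus 3 SD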; also: some results filed as inactive read as strong as hits
Numbers without * were called inactive; . = no result given.

The opening 3 records as a preview:
SMILES	CRFR2-BP ag	CHRM1 antagonist	M1 PAM	M5 ag	M5 antag	CHRM5 PAM	CHRM4 agonist	M4 antag	M4 PAM
C=CCn1c(SCc2c(C)noc2C)nc2ccccc2c1=O	-0.4	-1	-3	-4	-1	-5	0	-5	0
COc1cc2c(cc1OC)C(c1cc(Br)c(OC)c(OC)c1)CC(=O)N2 (centres undefined)	-2.9	-12	11	-2	-2	-5	1	-3	-1
O=C(NC1CCCC1)C(c1ccccc1F)N(C(=O)c1csnn1)C1CC1 (centres undefined)	0.6	-8	7	-2	19	-5	1	-9	-5

The whole of this part (from the top)
SMILES	CRFR2-BP ag	CHRM1 antagonist	M1 PAM	M5 ag	M5 antag	CHRM5 PAM	CHRM4 agonist	M4 antag	M4 PAM
C=CCn1c(SCc2c(C)noc2C)nc2ccccc2c1=O	-0.4	-1	-3	-4	-1	-5	0	-5	0
COc1cc2c(cc1OC)C(c1cc(Br)c(OC)c(OC)c1)CC(=O)N2 (centres undefined)	-2.9	-12	11	-2	-2	-5	1	-3	-1
O=C(NC1CCCC1)C(c1ccccc1F)N(C(=O)c1csnn1)C1CC1 (centres undefined)	0.6	-8	7	-2	19	-5	1	-9	-5
CC(NC(=O)c1cccc2ccccc12)c1ccc2c(c1)CCCC2 (centres undefined)	-0.2	-10	4	-3	7	-7	0	-10	-3
CCCCN(C)CCn1c(=S)[nH]c2ccc(N3CCOCC3)cc2c1=O	0.1	1	6	-2	-3	0	1	6	-4
COc1ccc(CN2C(=O)c3cccnc3C2=O)cc1S(=O)(=O)NCc1ccc(C)cc1	-0.7	-5	5	1	-3	5	3	-4	9
Cn1nccc1C(=O)N1CCN(c2cccc(Cl)c2)CC1	-1.5	6	-2	-2	19	-5	3	2	-3
CCC1Oc2ccc(C)cc2N(CC(=O)NCCCN2CCOCC2)C1=O (centres undefined)	0.3	2	5	-3	1	-2	2	2	1
CNC(=O)CC(C(=O)O)c1ccc(OC(C)C)cc1 (centres undefined)	0.2	-2	7	0	5	-1	0	6	-3
COc1cccc(CN(C)C(=O)Nc2cccc(C(F)(F)F)c2)c1OC	-0.7	-7	6	-1	10	-9	0	-4	4
Cc1ccccc1CNC(=O)CC1C(=O)NCCN1Cc1c(F)cccc1Cl (centres undefined)	1.8	-5	3	0	-4	-2	2	-2	1
CCOC(=O)C1=C(CSc2nccn2C)NC(=O)NC1c1cc(C)ccc1C (centres undefined)	-2.4	-3	4	2	-8	2	1	-10	6
COc1ccc(CNn2c(C)nc3ccccc3c2=O)cc1	-0.5	4	-7	3	8	-2	18	-7	3
O=C(/C=C/c1ccc([N+](=O)[O-])cc1)N1CCN(S(=O)(=O)c2cccs2)CC1	-1.2	-18	7	-3	10	2	1	-15	6
C#CCNC(=O)C1=C[C@@H](c2ccccc2)C[C@@H](OCc2ccc(CO)cc2)O1	-2.0	-4	4	0	4	0	2	8	2
CCCc1c(O)nc(SCc2ccccc2)[nH]c1=O	0.2	-18	12	0	1	0	2	-7	3
COc1cc(CN2CCN(Cc3c[nH]c4ccccc34)CC2CCO)cc(OC)c1 (centres undefined)	0.5	-16	8	-3	-1	2	3	-1	2
O=C(O)c1cccc(-n2c(-c3cnccn3)n[nH]c2=S)c1	-1.2	-12	15	3	-7	18*	1	-6	4
C=C(C)CNC(=S)N/N=C/c1c(F)cccc1F	0.2	1	-4	-1	-8	10	3	0	14
O=C(CC(SCCO)c1ccc([N+](=O)[O-])cc1)c1ccco1 (centres undefined)	-1.8	-6	19	-6	2	6	1	3	17
COC(=O)c1sccc1N/N=C/c1ccc(OC)c(OC)c1OC	-2.8	-11	2	-3	-3	-4	-1	-4	0
CCCN1CCC(=O)N([C@H](CSc2ccc(OC)cc2)c2ccccc2)CC1	-1.9	27	-30	-12	4	-17	3	11	-10
O=C(NC1CCCC1)C1CCN(C(=O)c2cc(Cl)ccc2Cl)CC1	1.0	3	9	-1	2	6	2	-2	6
CC(=O)Nc1ccc(-c2nnc(SCc3c(C)cc(C)cc3C)n2C)cc1	-1.2	-5	4	0	7	-6	4	-11	-9
COc1ccccc1CNC(=O)[C@H](C)N1C(=O)N2CCc3c([nH]c4ccccc34)[C@@]2(C)C1=O	8.3	-5	1	3	7	-3	4	-7	3

Quoted from the listing.
Reading of COc1ccccc1CNC(=O)[C@H](C)N1C(=O)N2CCc3c([nH]c4ccccc34)[C@@]2(C)C1=O in CRFR2-BP ag: 8.3
Reading of CCCCN(C)CCn1c(=S)[nH]c2ccc(N3CCOCC3)cc2c1=O in M4 antag: 6

Remaining list, next part:
SMILES	CRFR2-BP ag	CHRM1 antagonist	M1 PAM	M5 ag	M5 antag	CHRM5 PAM	CHRM4 agonist	M4 antag	M4 PAM
O=C(CCc1ccccc1)Nc1ccc2c(c1)OCO2	1.8	-13	9	1	0	4	0	0	1
O=C(NC(=S)Nc1ccccn1)c1ccc([N+](=O)[O-])cc1	0.9	-5	4	-4	0	0	1	1	-3
O=C1CCC(=O)N1OCCCOc1ccc2c(c1)CCC2	0.7	-3	3	-1	3	-1	2	-2	2
COc1ccc(-c2nn(-c3ccccc3)cc2/C=C/C(=O)N2CCN(c3ccccn3)CC2)cc1	3.0	32	-7	-4	21	-14	6	6	-15
COc1ccc(OC)c(S(=O)(=O)NC(=O)C2(C)CCN2C(=O)Cc2ccc(Cl)cc2Cl)c1 (centres undefined)	.	-13	10	0	-5	-1	1	-3	2
Nc1nnc(SCC(=O)c2ccccc2)s1	-3.2	-12	10	0	-1	1	0	4	-2
N#Cc1cc2c(nc1SCc1cccnc1)CCC2	0.0	-41	10	-4	2	10	2	10	19
CNC(=O)c1ccc(Nc2nc(-c3ccccc3)nc3ccccc23)cc1	-2.2	11	-9	3	12	-6	21	-10	-11
CCn1c(-c2cc(-c3cccc(OC)c3)nc3ccccc23)n[nH]c1=S	-0.9	-5	-2	-7	6	-14	1	-1	9
COc1ccc(CNCCCSc2ncccn2)c(OC)c1	-2.9	-10	4	-5	7	4	0	5	-6
CCOc1ccc(N(CC(=O)NC2CCCCC2C)S(=O)(=O)c2c(C)noc2C)cc1 (centres undefined)	-1.0	-8	1	-6	10	-8	1	-7	1
Cc1cccc(-c2ccc3c(c2)C2CC3CCN2C(=O)OCc2ccccc2)c1 (centres undefined)	3.2	-5	-1	1	-7	1	0	-15	0
CCN(CC)S(=O)(=O)c1ccc(N2CCOCC2)c(NC(=O)C23CC4CC(CC(Cl)(C4)C2)C3)c1	-3.1	-7	7	1	6	7	2	-12	9
COC(=O)C1(C)NC(c2ccco2)C2C(=O)N(c3ccc(F)cc3)C(=O)C21 (centres undefined)	3.2	0	4	2	8	0	1	8	0
O=C(Cc1ccc2c(c1)OCCO2)Nc1ccc(Cl)c(S(=O)(=O)N2CCOCC2)c1	-0.2	4	4	3	17	-17	10	-2	14
C/C(=N\N=c1/scc(C)n1Cc1ccco1)c1cccc([N+](=O)[O-])c1	-1.0	5	-8	-1	-7	3	0	0	-1
COc1ccc(C2CC(C(F)(F)F)n3nc(CO)c(Cl)c3N2)cc1OC (centres undefined)	-1.4	-2	2	1	1	-5	1	-1	12
COC(C(=O)NCc1ccccc1C)c1ccccc1 (centres undefined)	1.2	-5	9	0	6	1	0	-4	10
O=C(NNC(=S)NCc1ccc(Cl)cc1)c1ccc(Br)o1	-0.6	-5	9	2	4	1	3	-3	2
CCCCN1C(=O)N(C)C2NC(=O)NC21 (centres undefined)	-0.3	-7	6	-1	3	-6	1	5	5
Cc1cc(C)c(NC(=O)Cn2nnc(C(=O)NCCc3ccccc3)c2N)c(C)c1	-0.6	-3	2	-4	3	4	1	4	1
COc1ccc(OC)c(N(CC(=O)NCCSCc2ccco2)S(=O)(=O)c2ccc(OC)c(OC)c2)c1	-0.3	22	-6	0	6	-10	18	6	-10
COc1ccc(/C=C/C(=O)c2ccc(O)cc2)cc1COc1ccc(F)cc1	0.4	-19	5	5	9	-12	1	3	18
COc1ccccc1NS(=O)(=O)c1cccc(NC(=O)NCCCl)c1	5.3	-6	3	-1	7	-2	0	0	-13
Nc1nn2cc(-c3ccccc3)nc2c2ccccc12	-5.5	7	2	-2	15	-5	1	16	-9
SMILES	CRFR2-BP ag	CHRM1 antagonist	M1 PAM	M5 ag	M5 antag	CHRM5 PAM	CHRM4 agonist	M4 antag	M4 PAM
N#Cc1c(NC(=O)CCCN2C(=O)c3ccccc3C2=O)oc(-c2ccccc2)c1-c1ccccc1	3.0	-2	-2	-1	3	4	0	9	-2
Cc1[nH]n2c(=O)c3c(nc2c1-c1ccc(F)cc1)CCCC3	1.6	4	12	0	-2	3	0	5	6
O=C(O)CCCN1C(=O)C2C3CC(C2C1=O)C1C(c2ccccc2)c2sc(=O)[nH]c2SC31 (centres undefined)	-0.7	3	0	1	-5	3	0	2	-2
COc1ccc(NS(=O)(=O)c2ccc(C(=O)N3CCCCCC3)cc2)cc1	33	13	-15	24*	11	-30	23	-7	-6
FC(F)(F)c1ccc2c(c1)[nH]c(=S)n2C1CC1	-2.4	-2	6	-4	14	4	0	-10	4
CN(C)Cc1c(O)ccc2occ(C(O)c3ccccc3)c12 (centres undefined)	-1.5	6	-2	1	8	-4	2	-2	1
COC(=O)c1ccc(C)c(NC(=O)COC(=O)C2CC3CCCC(C2)C3=O)c1 (centres undefined)	-1.2	-18	9	2	-1	-4	4	-12	5
CC(=O)c1ccc2c(ccc3ccccc32)c1	-1.4	5	0	-2	3	-8	2	-2	6
CSc1ccccc1NC(=O)c1ccccc1N(Cc1ccccc1)S(C)(=O)=O	0.8	9	-4	1	-3	-5	1	-1	-7
O=C(/C=C/c1ccccn1)c1cc(Cl)cc(Cl)c1O	-1.1	-14	20	2	-4	5	-1	-2	14
CSC1=C(C#N)C(CC(C)C)C(C(C)=O)=C(C)N1 (centres undefined)	0.3	-21	2	-6	-5	1	2	-10	15
COc1ccccc1/C=C\C=N\n1c(-c2ccc(Cl)cc2Cl)n[nH]c1=S	0.1	-3	3	-1	6	-9	-1	11	-3
Cc1ccc(NC(=O)c2ccccc2-c2ccc(C(F)(F)F)cc2)cc1S(=O)(=O)N1CCOCC1	-0.5	0	5	-1	5	-11	11	17	-20
COc1cc2c(cc1OC)CN(c1ccc([N+](=O)[O-])cc1C#N)CC2	-2.1	-6	1	-1	2	-10	7	6	-4
Cc1cccc(C)c1N=C1SC(CC(=O)Nc2c(C)cccc2C)C(=O)N1CCc1ccccn1 (centres undefined)	0.2	-5	0	2	1	2	2	2	-4
COc1ccc(-n2c(SCC(=O)NC3CCCCC3)nc3ccsc3c2=O)cc1	-1.4	-9	10	0	5	2	0	7	4
COc1ccc(C2Nc3ccccc3C(=O)N2c2ccc(F)cc2)cc1CSc1ccccn1 (centres undefined)	-2.3	-3	7	0	5	-2	1	-2	4
